RECQ1 inh = inhibitors of human RECQ1 DNA helicase. Potency, µM (series often up to 57.3 µM), for inactives: at the highest dose activity, negative = inhibition, actives largely listed as inhibitors. 0.54% of 240,000 active. AID 2549. RECQ1 DNA unwinding, red fluorescence kinetic read. P46063;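 further: plate controls were vehicle for no effect and no enzyme for full effect; nearly all actives have a fitted effect of over 30% in size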
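RECQ1T1 50 nM; forked duplex (20 bp + 30-nt ss tails) 200 nM, ATP 2 mM final; pH 8.0, 2 mM MgCl2, 2.5 ug/ml poly(dI-dC); 15 min compound preincubation; discontinuous kinetic read over 2 h at RT.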
TRb SRC2 PPI = inhibitors of human thyroid hormone receptor beta-SRC2 interaction | P10828 | TRbeta-SRC2 peptide binding, fluorescence polarization; receptor liganded with 1 µM T3 | Potency, µM (titrated, usually from 106 µM), inactives show at the top dose activity change, negative = inhibition, most hits filed as inhibitors | 0.065% of 280,000 active;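 further: plate controls were bound peptide for no effect and peptide without receptor for full effect; nearly all actives have a fitted effect of over 50% in size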
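Decrease in fluorescence polarization of 20 nM Texas Red SRC2 coactivator peptide flagged inhibition of its binding to 0.6 uM TRb LBD; 1 uM T3 included, incubation 5 hr, ex 555/em 632 nm.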
ALDH1A1 block = inhibitors of human aldehyde dehydrogenase 1A1. P00352. 7.3% of 220,000 active. Purified ALDH1A1, NADH fluorescence, propionaldehyde substrate. Potency, µM (titrated, usually from 75.3 µM), for the others: at the top dose activity, negative = inhibition, most hits filed as inhibitors. AID 1030; active means well fitted inhibition curve with a large enough effect, not every such curve was filed as active; inconclusive means small, poorly fitted or top-dose-only effect, or another doubt; inactive means no such curve, though single readings can be large or run the other way;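 further: plate controls were no enzyme wells and a reference inhibitor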
Target sequence (P00352 whole entry, looked up): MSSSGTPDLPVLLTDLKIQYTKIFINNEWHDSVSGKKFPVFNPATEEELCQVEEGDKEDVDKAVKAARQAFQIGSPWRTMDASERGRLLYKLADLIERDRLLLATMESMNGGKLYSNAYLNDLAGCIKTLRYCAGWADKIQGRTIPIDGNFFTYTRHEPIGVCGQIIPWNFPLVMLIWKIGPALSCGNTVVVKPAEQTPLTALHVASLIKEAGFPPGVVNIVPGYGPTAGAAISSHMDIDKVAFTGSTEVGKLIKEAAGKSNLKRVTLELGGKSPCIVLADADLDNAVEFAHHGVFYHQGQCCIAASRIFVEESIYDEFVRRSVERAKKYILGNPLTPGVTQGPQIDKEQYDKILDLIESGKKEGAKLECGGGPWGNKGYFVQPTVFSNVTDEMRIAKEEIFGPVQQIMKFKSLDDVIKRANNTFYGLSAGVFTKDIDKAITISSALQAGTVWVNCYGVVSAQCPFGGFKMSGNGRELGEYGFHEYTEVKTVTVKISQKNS
JMJD2E inh = JMJD2E (human) inhibition; B2RXH2; 1.6% of 230,000 active; JMJD2E catalytic domain, FDH-coupled NADH fluorescence (FDH is formaldehyde dehydrogenase); AID 2147; Potency, µM (series often up to 57.1 µM), for inactives: top-dose activity change, negative = inhibition, most hits filed as inhibitors; active means well fitted inhibition curve with a large enough effect, not every such curve was filed as active; inconclusive means small, poorly fitted or top-dose-only effect, or another doubt; inactive means no such curve, though single readings can be large or run the other way;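 further: 0% = wells with enzyme and -100% = buffer wells without enzyme; nearly all actives have a fitted effect of over 50% in size; many of its hits are not listed in these tables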
Lamin A splicing = modulators of lamin A splicing; HeLa LMNA splicing GFP/RFP minigene ratio, 48 h; AID 1487; Potency, µM (doses to about 46.1 µM), inactives show at the top dose ratio change, negative = inhibition, hits mostly inhibitors; 0.01% of 200,000 active; active means well fitted inhibition curve with a large enough effect in the signal ratio, with a control signal flat, not every such curve was filed as active; inconclusive means small, poorly fitted or top-dose-only effect, or effect the other way, or a change in a side signal; the % refers to the signal ratio; further: on the % scale 0 is the no-effect control and ±100 the full control effect
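Read-out is the ratio of GFP to DsRed2 object intensity, acquired by 488 nm laser-scanning cytometry on HeLa lamin A-EGFP minigene reporter cells. Compound incubation 48 hrs at 37 °C in Opti-MEM with 2% FBS; DMSO 0.5% final.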
TexasRed fluor = Texas Red fluorescence interference in TRb-SRC2 counter-screen | 0.29% of 280,000 active | Potency, µM (titrated, usually from 106 µM), for inactives: top-dose fluorescence change, negative = quenching | AID 1479 | TRb/SRC2 Texas Red total fluorescence interference; active means well fitted curve in either direction with a large enough effect; inconclusive means small, poorly fitted or top-dose-only effect; further: on the % scale 0 is the no-effect control and ±100 the full control effect
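Human TRβ ligand-binding domain (0.6 uM) and Texas Red SRC2 peptide (20 nM) in Tris buffer with 1 uM T3 and 5% DMSO were incubated with pinned compound for 5 hr at ambient temperature. Total fluorescence was computed as S + 2P (555/632 nm).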
SMN2 splice up = enhancers of SMN2 splice variant expression | HEK293 SMN2-luciferase splicing reporter, luminescence, 30-36 h | Potency, µM (highest dose often 46.1 µM), for inactives: at the top dose activity change, positive = activation, hits mostly activators | 2.8% of 210,000 active; further: % of control where 0% means no effect; nearly all actives have a fitted effect of over 55% in size
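HEK293 cells carry an SMN2 minigene-luciferase reporter in which exon 7 inclusion puts luciferase in frame. Cells were seeded at 2000 cells/well, attached for 10-12 hours, then exposed to compounds for 30-36 hours at 37C before ONE-Glo luminescence.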
RGS12 GoLoco inh = RGS12 GoLoco-Gai1 interaction inhibition. P63096. Gai1:RGS12 GoLoco peptide FP, rhodamine, 10 min. Potency, µM (top dose mostly 61.6 µM), for the others: at the highest dose activity, negative = inhibition, usual class: inhibitors. 0.44% of 230,000 active. AID 880; active means well fitted inhibition curve with a large enough effect, not every such curve was filed as active; inactive means no such curve, though single readings can be large or run the other way; further: on the % scale 0 is the no-effect control and ±100 the full control effect; nearly all actives have a fitted effect of over 30% in size; many of its hits are not listed in these tables
Target sequence (P63096 whole entry, looked up): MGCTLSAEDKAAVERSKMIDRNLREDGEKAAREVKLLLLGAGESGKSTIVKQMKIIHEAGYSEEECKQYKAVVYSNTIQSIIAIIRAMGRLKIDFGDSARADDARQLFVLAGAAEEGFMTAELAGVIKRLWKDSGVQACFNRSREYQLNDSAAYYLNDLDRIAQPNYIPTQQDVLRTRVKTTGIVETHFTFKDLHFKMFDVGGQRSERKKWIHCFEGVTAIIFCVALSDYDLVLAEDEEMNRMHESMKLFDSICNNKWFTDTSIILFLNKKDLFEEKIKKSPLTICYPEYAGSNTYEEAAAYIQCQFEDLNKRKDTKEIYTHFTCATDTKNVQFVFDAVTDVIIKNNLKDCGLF
* = called active by the depositor; i = inactive; ? = inconclusive; . = no result given; [ ] = remark or other dose. Unless noted, the call rests on the fitted dose curve; in most records, active means well fitted curve in the direction sought with a large enough effect; inconclusive means small, poorly fitted or top-dose-only effect, or another doubt; inactive means no such curve, though single readings can be large; an effect the other way counts as inactive or inconclusive. Potency means the concentration at half of the fitted maximal effect. The list is partial. The share of hits here may be higher or lower than overall.

SMILES | RECQ1 inh | TRb SRC2 PPI | ALDH1A1 block | JMJD2E inh | Lamin A splicing | TexasRed fluor | SMN2 splice up | RGS12 GoLoco inh
O=C(NCCO)C(=O)c1c(-c2ccc(Cl)cc2)cc2ccccn12 | 3% | 6% | -8% | 13% | -5%[46 µM] | 1% | -10% | 2%
Cc1c(N=NC2=C(O)CCCC2=O)c(=O)n(-c2ccccc2)n1C | -9% | 4% | 13µM* | -8% | . | -3% | 0% | 18µM*
c1ccc(CN2CCCC3(CCCN(Cc4nc(COc5ccccc5)no4)C3)C2)cc1 (stereo not drawn) | 8% | 6% | 3% | -16% | . | -4% | . | 11%
CCNc1nc(NC(C)C)nc(NS(=O)(=O)c2ccc(Cl)cc2)n1 | i | -6% | -1% | 7% | 9% | -3% | -7% | 0%
COc1ccc(Cl)cc1C(=O)NNC(=S)NC1CCCCC1 | 5% | 3% | . | 5% | . | -2% | . | 1%
O=C(CCC(=O)N1CCN(S(=O)(=O)c2ccc3ccccc3c2)CC1)Nc1cc(Cl)cc(Cl)c1 | i | 1% | -7% | -16% | . | -6% | 6% | 13%
Cc1coc(C)c1C(=O)CC1(O)C(=O)N(CCc2ccccc2)c2ccccc21 (stereo not drawn) | -18% | 11% | 4.5µM* | -8% | 7% | -1% | ? | 72%[activator]
COc1ccc(CCNC(=O)c2cc(C(=O)c3cc(Cl)ccc3O)cn(CCc3ccc(OC)cc3)c2=O)cc1 | -7% | 3% | -4% | 6% | ? | 4% | -36%[inhibitor] | 25%
NC(=S)Nc1cnc2ccccc2c1 | -5% | 1% | -6% | -5% | -7% | 1% | 17% | -5%
CCN(CC)S(=O)(=O)c1ccc2c(c1)c(=O)c(C(=O)NCCOC)cn2C | -11% | -4% | -6% | 3% | -6% | -1% | -14% | -2%
O=C(Cn1nnc(N2CCCC2)n1)N/N=C/c1ccc(Cl)cc1 | 7% | -2% | 3% | 1% | . | -1% | . | 7%
c1ccc2c(c1)nnn2Cc1nnc2sc(-c3ccc4c(c3)OCCO4)nn12 | -4% | 0% | ? | ? | 7% | 1% | 10% | 4%
c1ccc(CNc2nc(N3CCN(Cc4ccccc4)CC3)nc3ccccc23)cc1 | -20% | 6% | . | ? | . | -6% | . | 3%
COCCn1c(COc2ccc(Cl)cc2)nnc1SCC(N)=O | 7% | 0% | 10% | 4% | 1% | -5% | -6% | -5%
COc1ccc(CNC(=O)CSc2ncnc3nc[nH]c23)cc1 | -8% | -15% | ? | 1% | 3% | -1% | . | .
Cc1cc(C(=O)NC(C)C2CCCO2)no1 (stereo not drawn) | i | -4% | 3% | -3% | 11%[46 µM] | 1% | 0% | 9%
Cn1c(=O)c2cn(Cc3ccc(Cl)cc3)cc2n(C)c1=O | 12% | 9% | 2% | 8% | -5% | 2% | 19% | -2%
COc1ccc2c(c1)c(=O)c(C(=O)O)c(-c1ccc3c(c1)OCO3)n2C | -1% | -9% | ? | ? | 1% | -1% | 5% | -9%
O=C(Nc1ccccc1C(=O)N1CCOCC1)c1ccncc1 | -1% | -5% | 11% | 0% | 13% | 3% | -4% | 3%
COCCn1c(=O)c(-c2ccccc2)nc2cnc(N3CCNCC3)nc21 | -6% | . | ? | . | . | . | -6% | -2%

Record cards, from the list above. Order of values: RECQ1 inh | TRb SRC2 PPI | ALDH1A1 block | JMJD2E inh | Lamin A splicing | TexasRed fluor | SMN2 splice up | RGS12 GoLoco inh
Shown for `c1ccc(CNc2nc(N3CCN(Cc4ccccc4)CC3)nc3ccccc23)cc1` → -20% | 6% | . | ? | . | -6% | . | 3%
Shown for `O=C(Cn1nnc(N2CCCC2)n1)N/N=C/c1ccc(Cl)cc1` → 7% | -2% | 3% | 1% | . | -1% | . | 7%
Shown for `c1ccc2c(c1)nnn2Cc1nnc2sc(-c3ccc4c(c3)OCCO4)nn12` → -4% | 0% | ? | ? | 7% | 1% | 10% | 4%

Following part:
SMILES | RECQ1 inh | TRb SRC2 PPI | ALDH1A1 block | JMJD2E inh | Lamin A splicing | TexasRed fluor | SMN2 splice up | RGS12 GoLoco inh
COc1ccccc1NC(=O)CNC(=O)c1ccc(F)cc1 | i | 1% | 4% | 6% | 7% | -2% | -3% | 4%
COc1cc(C(=O)Oc2c(CN3CCOCC3)cc(Cl)c3cccnc23)cc(OC)c1OC | -1% | -1% | 11% | ? | ? | 0% | -103%[inhibitor] | 7%
CC(C)CNS(=O)(=O)c1ccc(CCC(=O)NCc2ccncc2)cc1 | i | 1% | -5% | -5% | . | -5% | . | 3%
COc1ccc(NC(C(=O)Nc2cccc(C(C)=O)c2)c2ccccc2)cc1 (stereo not drawn) | 4% | 3% | ? | ? | 0% | -1% | 28% | 3%
COC(=O)c1cc(OC)ccc1-c1ccc(OC)cc1 | -4% | -5% | -13% | ? | 1% | -1% | 17% | 10%
CCCCN(C)C(=O)CSc1nc(NCc2ccc(OC)cc2)c2ccccc2n1 | -7% | -19% | -11% | 0% | ? | -2% | ? | 4%
Cc1ccc2[nH]c(C)c(CC(=O)O)c2c1 | i | 3% | ? | 22µM* | 15% | 1% | 8% | -17%
CCOc1cccc(-c2nn3c(-c4ccccn4)nnc3s2)c1 | i | -11% | 4% | -3% | -8% | 0% | 4% | 1%
CCOC(=O)C1=C(N)N(c2ccc(N3CCCCC3)cc2)C(=O)C1 | -7% | 3% | ? | -3% | -2% | -2% | 6% | -1%
COc1cccc(C2C3(C#N)C(N)=NC(OC)(OC)C23C#N)c1 (stereo not drawn) | -12% | -2% | 23% | 5% | -1% | 4% | 18% | 6%
CCOc1cc(C=O)ccc1OCC(N)=O | i | 0% | 11µM* | -29% | -7%[46 µM] | 0% | . | 5%
C=C[C@]1(C)CC(=O)[C@@]2(O)[C@@]3(C)C(O)CCC(C)(C)C3C(O)C(OC(C)=O)[C@@]2(C)O1 (stereo partly drawn) | -1% | -3% | 0% | -2% | . | 0% | ? | 0%
Cc1ccc(C)c(-n2c(SCC(N)=O)nnc2-c2ccccn2)c1 | i | 5% | 4% | -6% | -1% | -1% | 0% | 4%
COc1ccc(C)cc1NC(=O)C1CCCN1S(=O)(=O)c1ccc2c(c1)CCC(=O)N2 (stereo not drawn) | -1% | -1% | 10% | 7% | -1% | 2% | -17% | 40%[activator]
OC(COc1ccc2c(c1)OCO2)CN1CCN(c2ccccc2)CC1 (stereo not drawn) | -2% | -10% | -15% | -8% | ? | -3% | -7% | -11%
O=C(Cc1ccc(F)cc1)N/N=C/c1ccc2c(c1)OCO2 | i | 3% | -2% | 7% | . | 0% | 13µM* | 7%
CC(NCc1ccccc1OC1CCCC1)c1ccccc1 (stereo not drawn) | -8% | -4% | . | 6% | . | -4% | . | 8%
CC(C)C(=O)Nc1cccc(NC(=S)NC(=O)C(c2ccccc2)c2ccccc2)c1 | i | -15% | 25µM* | 3% | ? | 5% | -7% | 8%
Cc1ccsc1C(=O)OCC(=O)N1CCN(C(=O)c2ccco2)CC1 | -2% | -1% | -14% | -4% | -24%[46 µM] | -1% | 14% | -1%
COc1cccc(C2=NOC(C(=O)NCc3ccccc3)C2)c1 (stereo not drawn) | 6% | -14% | 0% | -2% | ? | 1% | -3% | 8%
O=C1CCCC(=O)N1c1ccc(N2CCN(c3ccccc3)CC2)c([N+](=O)[O-])c1 | -6% | 2% | -11% | 2% | 8% | -1% | 0% | -1%
CCS(=O)(=O)c1ccc(C(=O)NC2CC2)c(Cl)c1Cl | i | 1% | -7% | 10% | 11%[46 µM] | 0% | -8% | 6%
c1ccc(CN2C3=NCCCN3c3ccccc32)cc1 | i | -5% | 8% | 0% | -10% | 3% | 9% | 4%
Cc1cccc(C2c3[nH]c4ccccc4c3CCN2C(=O)Cc2nc(-c3ccccc3)n[nH]2)n1 (stereo not drawn) | i | 0% | 3% | -12% | . | -1% | . | 1%
CC(=O)C(=Cc1ccc(C(=O)O)cc1)C(C)=O | -2% | -5% | ? | -17% | -4%[46 µM] | -2% | 3% | -10%
COc1ccc(OC)c2[nH]c(=O)c(CCNC(=O)c3ccc4c(c3)OCO4)cc12 | 0% | 4% | ? | ? | 12%[9.22 µM] | -1% | -28% | -8%
CC(C)CCn1c(-c2nonc2N)nc2ccccc21 | -4% | -4% | -8% | 3% | -19% | -4% | 4% | 28%
Cn1c(SCc2ccc(F)cc2)nnc1-c1cccs1 | -3% | 0% | -3% | -3% | 1% | -7% | ? | 1%
Cc1cccc(NC(=O)C2CCN(S(=O)(=O)c3cccs3)CC2)n1 | -11% | -10% | 11% | 9% | ? | -3% | -39%[inhibitor] | 5%
Cc1occc1C(=O)Nc1nn[nH]n1 | -8% | 1% | 3% | -3% | 7% | -4% | 14% | 9%
NC(=O)c1cccc(S(=O)(=O)N2CC(c3ccccc3)CC2=O)c1 (stereo not drawn) | -4% | 1% | 3% | 5% | -8% | -1% | -21% | 4%
CCC(c1nnnn1Cc1ccccc1)N1CCN(c2ccc(OC)cc2)CC1 (stereo not drawn) | -14% | 1% | 12% | 4% | 13%[46 µM] | 2% | . | 6%
CC(C)Nc1nc2cccnc2s1 | 10% | -5% | . | 2% | . | -2% | . | -6%
Cc1ccc(S(=O)(=O)N2CCOCC2)cc1NC(=O)CNCc1ccccn1 | 3% | -5% | . | ? | . | 1% | . | -3%
COc1ccccc1Nc1nc(N)nc(CN2CCOCC2)n1 | -5% | -1% | -6% | -3% | 2% | 2% | 0% | 2%
O=C(NCc1ccco1)c1nn2cccnc2c1Cl | i | 3% | -9% | 8% | . | 0% | 12% | 3%
CC(NC(N)=O)C(=O)NCC(=O)OCc1ccccc1 (stereo not drawn) | i | -6% | 28% | 0% | . | 0% | 0% | 2%
COc1cc(/C=N/NC(=O)CN(Cc2ccccc2)S(=O)(=O)c2ccc3c(c2)OCCO3)ccc1O | 0% | 4% | ? | -15% | ? | -6% | ? | -11%
Cc1ccc(C2=NOC(=O)/C2=C\C=C\c2ccccc2)cc1 | 3% | 0% | 3.5µM* | ? | ? | -2% | -105% | 111%[activator]

Screening results (PubChem BioAssay)
